Screening results as filed in PubChem BioAssay.
AGP1 TOR yeast: alters AGP1-GFP fluorescence in TOR pathway yeast screen; GFP response vs DMSO, % at 10 µM; S. cerevisiae AGP1-GFP multiplex flow cytometry, 3 h; GFP as percent of DMSO wells; 320,000 tested, 0.02% active;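 active means GFP response relative to DMSO above a set limit, near screen average plus 3 SD, cut at about 150% in these data; inconclusive means fewer than 70 cells counted for the yeast strain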;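 further: median GFP channel fluorescence of the gated AGP1 strain per well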
GRK2 aptamer HTS: inhibitors of human GRK2 displacing RNA aptamer | P25098 | inhibition of aptamer binding, % at 10 µM | AID 488847 | bead flow cytometry, FAM-aptamer displacement from GRK2 | 330,000 tested, 0.59% active;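 active means inhibition of aptamer binding above 40%, roughly 3 SD of noise, on plates passing a quality check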;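 further: median bead fluorescence of bound FAM aptamer so fluorescent compounds give negative values; no value below 0 was filed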
Fam108B inh: Fam108B inhibition, counter-screen for RBBP9 inhibitors. recombinant Fam108B, FP-Rh probe fluorescence polarization. inhibition, % at 9.51 µM. 300,000 tested, 0.33% active. AID 1947;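 active means inhibition above the screen mean inhibition plus 3 SD, computed separately per campaign, cut at about 18% in these data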;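 further: inhibitors lower polarization as less probe binds the enzyme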
BCLXL inh: Bcl-xL (human) inhibition; GST-Bcl-xL / FITC-Bim BH3 peptide fluorescence polarization; inhibition, % at 10.9 µM; 320,000 tested, 0.7% active;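 active means inhibition above the mean of all tested compounds plus 3 SD, cutoff set per campaign, cut at about 30% in these data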;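 further: 0% = DMSO wells and 100% = unlabeled Bim-BH3 peptide competitor; inhibitors lower millipolarization by displacing the labeled peptide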
VLA-4 inh: inhibition in a human VLA-4 binding assay; P13612; VLA-4 expressing cells, ligand binding flow cytometry; inhibition, % (about 7 µM as worked out from the volumes in the protocol); 330,000 tested, 0.2% active; in the data active means inhibition above about 50%
CIT2 TOR yeast: alters CIT2-GFP fluorescence in TOR pathway yeast screen; GFP response vs DMSO, % at 10 µM; 320,000 tested, 0.065% active; S. cerevisiae CIT2-GFP strain, flow cytometry, 3 h; 100 means same as DMSO wells;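 active means GFP response relative to DMSO above a set limit, near the screen mean plus 3 SD, cut at about 150% in these data; inconclusive means Fewer than 70 cells measured for a yeast strain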;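 further: ratio of well median GFP fluorescence to mean of DMSO wells on the plate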
MCL1 BIM primary: inhibitors of human MCL1 binding to BIM-BH3 peptide | 320,000 tested, 0.68% active | Q07820 | AID 2057 | inhibition, % at 10.9 µM | GST-MCL1 / FITC-Bim-BH3 fluorescence polarization;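 active means inhibition above the mean inhibition of all tested compounds plus 3 SD, set per campaign, cut at about 40% in these data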;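 further: 0% = DMSO wells and 100% = unlabeled Bim-BH3 peptide control; higher means more loss of mP so more displacement of Bim peptide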
MEX-5 binding: C. elegans MEX-5 TCR-2 RNA binding activity. MEX-5/FITC-TCR2 RNA binding, fluorescence polarization; active compounds read low. activity score (negative = inhibition of binding), % at 10 µM. 300,000 tested, 0.38% active;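 active means inhibition past about -25% in most replicates, and total fluorescence under double the plate's negative control median, limit read from the data; inconclusive means replicates evenly split on the limit, or fluorescence at least double controls; inactive means too little inhibition in most replicates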;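 further: 0% = DMSO and -100% = 5 µM competing unlabeled TCR2 RNA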
Target sequence (Q9XUB2 whole entry, looked up): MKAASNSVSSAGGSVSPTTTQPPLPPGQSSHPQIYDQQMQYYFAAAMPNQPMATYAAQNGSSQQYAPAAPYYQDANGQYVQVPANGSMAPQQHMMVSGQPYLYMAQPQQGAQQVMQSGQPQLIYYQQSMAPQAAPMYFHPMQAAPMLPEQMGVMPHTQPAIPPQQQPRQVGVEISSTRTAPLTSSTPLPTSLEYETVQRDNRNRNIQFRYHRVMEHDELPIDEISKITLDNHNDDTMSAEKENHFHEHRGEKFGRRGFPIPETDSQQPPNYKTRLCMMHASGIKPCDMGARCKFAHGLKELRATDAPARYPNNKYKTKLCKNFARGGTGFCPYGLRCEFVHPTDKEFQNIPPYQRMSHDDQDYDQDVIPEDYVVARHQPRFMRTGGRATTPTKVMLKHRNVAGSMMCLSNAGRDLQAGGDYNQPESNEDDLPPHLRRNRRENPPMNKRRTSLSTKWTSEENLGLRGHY
GLD-1 RNA inh: GLD-1-TGE RNA interaction inhibition (C. elegans) | purified GLD-1 + fluorescein TGE RNA, fluorescence polarization | inhibition, % at 5.96 µM | 320,000 tested, 0.44% active;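 active means percent inhibition above a per-plate cutoff, the plate mean of test compounds plus 3 SD, cut at about 30% in these data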;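 further: 0% = DMSO wells with GLD-1 and probe and 100% = wells lacking GLD-1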
Target sequence (Q17339 whole entry, looked up): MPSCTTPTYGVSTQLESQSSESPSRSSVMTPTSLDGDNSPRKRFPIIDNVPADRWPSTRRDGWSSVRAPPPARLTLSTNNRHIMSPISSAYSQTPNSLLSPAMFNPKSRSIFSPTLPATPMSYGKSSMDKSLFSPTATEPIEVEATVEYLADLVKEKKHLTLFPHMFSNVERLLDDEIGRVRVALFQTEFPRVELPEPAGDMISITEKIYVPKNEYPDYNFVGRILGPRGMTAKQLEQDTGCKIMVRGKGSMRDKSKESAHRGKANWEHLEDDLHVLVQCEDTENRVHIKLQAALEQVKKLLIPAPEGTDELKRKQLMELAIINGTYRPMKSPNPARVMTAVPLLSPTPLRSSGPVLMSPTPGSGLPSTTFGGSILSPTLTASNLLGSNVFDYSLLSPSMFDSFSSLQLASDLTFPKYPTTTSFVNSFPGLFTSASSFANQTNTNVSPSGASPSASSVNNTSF
Active calls of the source: *; i = inactive; ? = inconclusive; · = not tested or not shown; [ ] = dose if it differs, or a comment.

Structure	AGP1 TOR yeast	GRK2 aptamer HTS	Fam108B inh	BCLXL inh	VLA-4 inh	CIT2 TOR yeast	MCL1 BIM primary	MEX-5 binding	GLD-1 RNA inh
COc1ccc(CNC(=O)CCN2C(=S)NC(C)(C)CC2C)cc1 (centres undefined)	107	0	2	7	13	101	4	1.6	0
COc1ccc(C(O)C(CN2CCOCC2)c2ccccc2)cc1F (centres undefined)	103	0	3	7	-5	114	0	2.0	1
O=C(NCCC(=O)N(CCc1ccccc1)Cc1ccccc1)c1ccccc1Cl	97	0	-2	-1	-1	90	-7	-1.7	4
Cc1ccc(-c2nc(C#N)c(N3CCC(C(N)=O)CC3)o2)cc1	103	0	2	4	-7	105	-2	-2.3	-1
Cc1nn(-c2ccc(F)cc2)c(Cl)c1/C=N/NC(=O)c1cccc(S(=O)(=O)N2CCCC2)c1	84	0	0	6	-8	94	18	1.8	1
COc1ccc(OC)c(NC(=O)C2CCN(c3ncccn3)CC2)c1	99	1	-1	1	6	107	5	-1.0	3
O=C(Nc1ccccc1F)c1ccc([N+](=O)[O-])s1	93	0	-3	0	17	89	3	0.5	-3
CC1CN(S(=O)(=O)c2ccc(C(=O)NC3CCCCC3)cc2)CC(C)O1 (centres undefined)	103	1	·	·	4	108	·	·	6
CCC(c1nnnn1Cc1ccco1)N(CCN1CCOCC1)Cc1cc2cc(C)ccc2[nH]c1=O (centres undefined)	99	0	3	7	2	100	5	-1.6	6
O=C(O)C1CCN(C(=O)COc2ccc(Br)cc2)CC1	104	0	1	8	4	101	3	-0.9	5
Cc1[nH]c2ccccc2c1/C=N\NC(=O)c1ccco1	102	1	·	·	-5	99	·	·	·
O=C(N/N=C/c1ccsc1)c1cc(-c2cccs2)nc2ccccc12	97	0	-10	0	9	95	1	-1.7	-2
O=C(O)Cc1sc(-c2ccccc2Cl)nc1-c1ccccc1	98	2	-2	6	7	90	3	0.2	8
CC(=O)Nc1ccc(S(=O)(=O)NCC(=O)OCc2ccccc2)cc1	101	3	6	5	-14	103	2	2.6	6
Clc1ccc(Cn2c(CN3CCCC3)nc3ccccc32)cc1	97	0	-1	10	16	86	5	2.0	2
Cc1ccc(-n2c(C)cc(C)c(C#N)c2=O)cc1C	94	0	4	-1	-4	99	-2	1.2	-1
Cc1c(C(=O)O/N=C(\N)c2ccccn2)cccc1[N+](=O)[O-]	85	7	2	2	8	97	3	0.3	1
O=c1nc2ccccc2c(NS(=O)(=O)c2ccc(Cl)cc2)n1-c1ccccc1	103	3	-4	0	-1	105	-1	0.1	2
Cc1cc(=O)oc(C)c1C(=O)Nc1c(C)n(C)n(-c2ccccc2)c1=O	87	1	3	3	10	114	0	0.3	1
O=C(CSc1ccc(S(=O)(=O)N2CCCCC2)cn1)Nc1ccccc1Br	97	2	·	7	-7	95	6	·	-3
COc1ccc(C(=O)Nc2cccc(C(C)=O)c2)cc1S(=O)(=O)N1CCOCC1	87	3	-1	0	5	86	2	-0.4	8
CCn1c(SCC(=O)Nc2ccc3c(c2)OCO3)nc2c(c1=O)SC(C)C2 (centres undefined)	110	3	0	1	-2	100	1	-0.7	2
O=C(CCNS(=O)(=O)c1ccccc1C(F)(F)F)N1CCN(c2ccccc2O)CC1	105	0	-2	7	5	103	3	4.1	4
COc1ccc([C@H]2CC(=O)C=C(c3c(OC)cccc3OC)C2)cc1	96	1	·	-2	17	90	2	·	10
COc1ccc(Cl)cc1N1C(=O)C2CCCN2C1c1sccc1C (centres undefined)	96	3	-2	-2	24	96	-1	3.8	4
COc1cccc(C(C(=O)NC2CCCC2)N(Cc2ccc(C)cc2)C(=O)c2ccco2)c1OC (centres undefined)	99	1	6	4	-13	98	-3	0.3	2
O=C(Nc1ccccc1N1CCCCC1)c1ccc(Cl)c([N+](=O)[O-])c1	100	2	-1	1	26	91	1	0.6	-1
CCc1c(C)n([O-])c2c([n+]1=O)CCC2	?	0	5	2	-8	86[may fluoresce red]	8	0.9	4
O=C(N1CCOCC1)N1CCN(c2ccccn2)CC1	90	0	-8	10	5	88	8	0.4	2
CN(C)CCCN(Cc1ccccc1)C(=S)Nc1ccc(SC(F)F)cc1	99	0	-1	3	-9	97	12	-4.3	3

New compounds follow
Structure	AGP1 TOR yeast	GRK2 aptamer HTS	Fam108B inh	BCLXL inh	VLA-4 inh	CIT2 TOR yeast	MCL1 BIM primary	MEX-5 binding	GLD-1 RNA inh
COC(=O)c1ccc2c(=O)n(-c3ccc(OC)cc3)c(=S)[nH]c2c1	106	0	1	4	-1	99	3	-2.0	3
CC(C)CCNC(=O)c1onc(CSc2ccncc2)c1C(=O)NCCC(C)C	86	0	2	6	39	93	1	1.9	9
CN1C(=O)[C@H]2[C@@H](C3CC3)N3C(=O)CN(CC4CC4)C(=O)[C@@]3(C)[C@H]2C1=O	81	2	2	7	-1	82	2	-0.2	4
c1ccc(Nc2nc(N3CCCCC3)nc(N3CCCCC3)n2)cc1	94	0	-1	5	-2	91	1	1.5	1
O=C(O)CCN1CCc2ccccc2C1c1cccs1 (centres undefined)	100	2	0	-2	-6	107	0	0.4	4
COc1ccc(N(CC(=O)NCCSc2ccccc2)S(=O)(=O)c2ccccc2)c(OC)c1	103	2	·	·	-3	102	·	·	4
O=C(Nc1ccc(Cl)c(C(F)(F)F)c1)[C@@H]1CC=C[C@@H]2CCN(C3CC3)C(=O)[C@@H]21	78	3	-4	2	10	67	6	0.0	8
COc1cc(CC(NC(C)=O)C(=O)NC2CCN(C(=O)Nc3ccccc3Cl)CC2)cc(OC)c1 (centres undefined)	96	6	4	4	3	87	11	3.5	3
COc1ccc(S(=O)(=O)N2CCCC(C(=O)NCc3cccnc3)C2)cc1OC (centres undefined)	111	4	3	10	51*	101	4	2.2	0
Cc1ccc(-c2c[n+](CC(=O)Nc3ccccc3)c3n2CCC3)cc1	108	0	1	0	9	97	-1	0.1	-8
CCCCn1c(N)c(Sc2ccccc2[N+](=O)[O-])c(=O)[nH]c1=O	97	1	1	-2	-10	96	1	5.2	20
COc1ccc(NC(=S)N=Nc2c(O)[nH]c3ccccc23)cc1	107	0	6	13	15	99	16	1.1	1
O=C(O)CCSCCCN1C(=O)c2cccc3cccc(c23)C1=O	105	2	-1	7	5	105	0	-3.5	12
COc1ccc(/C=C/C(=O)NCc2cn(C)nc2C)cc1COc1ccc(Br)cc1	101	0	-7	-6	7	98	-4	-3.3	7
CCOc1ccc(NC(=O)CCN2CCN(c3ccccc3F)CC2)cc1	110	0	2	-1	3	111	-5	1.5	-6
CCCCn1c(N)c(N(CCOC)C(=O)c2ccc(C)c(S(=O)(=O)N3CCCCC3)c2)c(=O)[nH]c1=O	105	0	-3	0	7	95	-2	2.3	-2
Nc1c(C(=O)C2CC2)sc2nc(-c3ccccc3)cc(C(F)(F)F)c12	99	0	2	1	i	91	-25	?	-26
O=C(C1CCN(Cc2ccccc2)CC1)N1CCN(C/C=C/c2ccccc2)CC1	99	2	3	6	2	101	-5	-1.4	5
Fc1ccc(NC(=S)NC23CN4CN(CN(C4)C2)C3)cc1	97	0	-1	5	1	95	4	0.3	-6
CCN1CCN(C(=O)c2ccc3c(c2)c(C)c(C)n3Cc2ccccc2)CC1	95	0	-6	-4	10	93	-1	0.3	-7
C/C(N)=C(/C#N)C(=O)CSc1nnc(C)n1-c1ccccc1	93	2	5	3	-4	102	4	-1.8	7
COc1ccc(OCC(=O)Nc2ccc(C)c(S(=O)(=O)N(C)C)c2)cc1	96	2	-2	-14	0	97	-21	0.1	-10
CCOC(=O)c1ccc(NCc2ccncc2)cc1	98	0	1	4	7	99	1	-0.8	10
Cc1ccc(NC(=O)Cc2csc(-c3ccccc3)n2)cc1F	98	3	-2	2	4	100	-10	0.5	5
COc1ccc(F)cc1C(=O)C1CCCN(C(=O)CSc2ccccn2)C1 (centres undefined)	99	0	-3	-3	-1	98	-2	1.1	3
COc1ccc(N2CCN(C(=O)c3sc4ncn(CC(=O)N5CCCCC5C)c(=O)c4c3C)CC2)cc1 (centres undefined)	98	25	2	6	11	94	4	-0.8	4
O=C(N/N=C1\C/C(=N\NC(=O)c2ccncc2)c2ccccc21)c1ccncc1	80	4	18	25	-327	86	20	-18	25
C[C@H](CO)N1C[C@H](C)[C@@H](CN(C)CC2CCCCC2)Oc2c(NS(=O)(=O)c3cccs3)cccc2C1=O	89	3	·	·	22	85	·	·	-5
Cc1ccc2nc(/C(C#N)=C\c3ccc(OC(=O)c4cccs4)cc3)[nH]c2c1	102	0	-44	-6	-9	94	-14	0.6	-7
COc1ccc(C(C)n2c(C)c3c(C)nnc(C)c3c2C)cc1 (centres undefined)	103	0	-1	0	-9	98	1	-0.3	11

(cont.)
Structure	AGP1 TOR yeast	GRK2 aptamer HTS	Fam108B inh	BCLXL inh	VLA-4 inh	CIT2 TOR yeast	MCL1 BIM primary	MEX-5 binding	GLD-1 RNA inh
CCCCn1nnnc1SCC(=O)N(CC)CC	96	2	3	1	11	86	4	0.2	0
CCN(CC)c1ccc(C2C(C(=O)OCCOC)=C(C)NC3=C2C(=O)CC(C)(C)C3)cc1 (centres undefined)	109	0	3	6	2	108	4	1.1	-2
COc1cc2cnc(-c3ccccc3)cc2cc1OC	88	25	·	·	17	77	·	·	4
C=C1CCN([C@@H](Cc2ccccc2)C(=O)NCCCc2ccccc2)S(=O)(=O)c2ccccc21	110	4	-4	0	-6	104	1	0.8	-4
Cc1ccc(C(=O)Nc2sc(Cc3ccc4c(c3)OCO4)c(C)c2C(N)=O)cc1	94	4	-13	-4	-19	101	-2	1.3	1
CC(C)[C@H](N[C@@H](C)c1ccccc1)c1c(O)ccc2ccccc12	97	2	0	-1	7	101	0	-2.4	3
COc1cc2ccccc2cc1C(=O)N1CCOCC1	104	0	-1	1	0	100	1	1.8	3
Cn1cccc1CC(=O)N/N=C/C=C/c1ccco1	·	9	1	11	20	·	35	-0.5	4
COc1cc(/C=C2\C(=N)N3N=C(CC(=O)N4CCOCC4)SC3=NC2=O)cc(OC)c1OC	97	0	4	1	4	96	1	2.8	3
Cc1ccc(CC23CN4CCN(CC(C4)C2O)C3)c(C)c1 (centres undefined)	100	0	4	4	17	108	7	0.1	5
Cc1ccccc1OCC(=O)Nc1cc(Cl)ccc1Oc1ccccc1	98	0	-7	-10	4	104	-12	1.0	17
CC1(C)CC(=O)C=C(c2cccc3c2oc2ccccc23)C1	91	0	0	-4	-10	85	-14	0.1	10
Cc1noc(C)c1C(=O)Nc1ccc(N(C)C)cc1	102	1	-2	5	2	162*	-1	-1.2	2
CCC(C)n1nccc1NC(=O)C(C)Cl (centres undefined)	93	0	-1	9	1	100	6	0.9	-10
O=C(C(c1ccccc1)c1ccccc1)N(Cc1ccco1)C1CCS(=O)(=O)C1 (centres undefined)	102	0	-2	3	4	104	5	0.6	2
O=C(CNC(=O)C12CC3CC(CC(C3)C1)C2)N1CCN(S(=O)(=O)c2cccs2)CC1	91	0	-2	2	13	95	0	0.4	2
